Assay outcomes: PubChem, Dana-Farber Cancer Institute and Novartis Institutes for BioMedical Research (Cambridge, Mass)
UCHL1 inh – inhibitors of human UCHL1 deubiquitinase | purified UCHL1, Ub-rhodamine cleavage fluorescence | inhibition, % at 20 µM | 0.2% of 47,000 active
USP8 inh – inhibitors of human USP8 deubiquitinase | Ubiquitin carboxyl-terminal hydrolase 8 (Homo sapiens), P40818 | purified USP8, Ub-rhodamine cleavage fluorescence, 30 min | inhibition, % at 20 µM | 4.2% of 47,000 active
USP10 inh – inhibitors of human USP10 deubiquitinase. inhibition, % at 20 µM. Ubiquitin carboxyl-terminal hydrolase 10 (Homo sapiens), Q14694. purified USP10, Ub-rhodamine fluorescence, 60 min. 1.1% of 47,000 active
USP28 inh – inhibitors of human USP28 deubiquitinase | inhibition, % at 25 µM | purified USP28, Ub-rhodamine cleavage fluorescence, 30 min | 3% of 47,000 active
USP17 block – inhibitors of human USP17 deubiquitinase | inhibition, % at 50 µM | 6.5% of 47,000 active | purified USP17, Ub-rhodamine cleavage fluorescence, 3 h | AID 1645855, 2021
Target sequence (A8MUK1 whole entry, looked up): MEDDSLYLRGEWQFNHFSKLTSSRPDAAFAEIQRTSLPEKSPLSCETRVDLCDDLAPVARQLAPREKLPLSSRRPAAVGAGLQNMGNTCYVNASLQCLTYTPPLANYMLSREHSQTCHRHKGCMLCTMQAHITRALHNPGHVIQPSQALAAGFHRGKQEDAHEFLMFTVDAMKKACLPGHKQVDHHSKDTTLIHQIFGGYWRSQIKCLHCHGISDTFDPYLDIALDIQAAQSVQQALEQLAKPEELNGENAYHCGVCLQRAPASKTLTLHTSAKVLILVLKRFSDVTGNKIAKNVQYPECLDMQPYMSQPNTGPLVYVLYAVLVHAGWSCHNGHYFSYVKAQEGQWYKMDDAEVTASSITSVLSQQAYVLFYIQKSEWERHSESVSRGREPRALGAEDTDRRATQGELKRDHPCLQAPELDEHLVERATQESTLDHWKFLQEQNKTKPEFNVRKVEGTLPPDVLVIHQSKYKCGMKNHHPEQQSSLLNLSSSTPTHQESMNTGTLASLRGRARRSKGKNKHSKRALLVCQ
OTUD3 block – inhibitors of human OTUD3 deubiquitinase | OTU domain-containing protein 3 (Homo sapiens), Q5T2D3 | purified OTUD3, Ub-rhodamine fluorescence, 2 h | inhibition, % at 25 µM | 0.7% of 47,000 active | AID 1645858, 2021
Target sequence (Q5T2D3 whole entry, looked up, the tested form may be a part): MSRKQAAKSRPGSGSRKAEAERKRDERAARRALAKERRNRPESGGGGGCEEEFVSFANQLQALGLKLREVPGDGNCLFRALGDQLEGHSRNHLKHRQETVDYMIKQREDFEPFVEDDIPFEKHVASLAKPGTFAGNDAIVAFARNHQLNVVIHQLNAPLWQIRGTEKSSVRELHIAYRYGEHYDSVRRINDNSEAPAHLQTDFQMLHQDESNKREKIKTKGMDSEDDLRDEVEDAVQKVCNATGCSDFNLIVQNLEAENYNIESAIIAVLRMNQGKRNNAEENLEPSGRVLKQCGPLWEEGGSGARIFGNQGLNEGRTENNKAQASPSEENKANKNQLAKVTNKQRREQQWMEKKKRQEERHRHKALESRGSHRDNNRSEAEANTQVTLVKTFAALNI
USP30 inh – inhibitors of human USP30 deubiquitinase | inhibition, % at 25 µM | AID 1645860, 2021 | 5.3% of 47,000 active | purified USP30, Ub-rhodamine cleavage fluorescence | Ubiquitin carboxyl-terminal hydrolase 30 (Homo sapiens), Q70CQ3
USP7 inh – inhibitors of human USP7 deubiquitinase. purified USP7, Ub-rhodamine cleavage fluorescence. inhibition, % at 20 µM. 0.3% of 47,000 active
Active calls of the source: *; i = inactive; . = no result given. No stated cut-off is given here; in the data, active means inhibition above about 30%; inactive means the rest.

SMILES | UCHL1 inh | USP8 inh | USP10 inh | USP28 inh | USP17 block | OTUD3 block | USP30 inh | USP7 inh
O=S(=O)(c1ccc(F)cc1)N1CCN(c2cnn3cnnc3c2)CC1 | -0.5 | -19.0 | -0.1 | 8.0 | 7.4 | 9.1 | 5.1 | 6.8
COc1cc2c(cc1NC(=O)c1ccc([N+](=O)[O-])cc1Cl)CCCC2 | 2.5 | 7.9 | 8.4 | 0.2 | 6.0 | 2.8 | 11.6 | 9.3
COc1cc2c(cc1OC)C(c1cc(Br)ccc1F)CC(=O)N2 (stereo not drawn) | 2.8 | 14.9 | 3.5 | 19.3 | 12.7 | 0.3 | 14.9 | -7.4
COc1ccc(OC)c(CCNC(=O)c2ccc(CSc3nc4ccncc4[nH]3)cc2)c1 | -0.2 | -26.6 | 2.0 | 3.2 | -17.5 | -14.6 | -4.1 | -0.2
O=c1ccc(/C=C/c2ccccc2)nn1Cc1ccc(F)cc1 | 4.1 | 9.6 | 3.6 | 17.8 | 23.3 | 9.9 | 29.5 | -4.2
Cc1ncc(-c2ccc(C)c(S(=O)(=O)Nc3cccc4c3CCCC4)c2)o1 | 8.6 | 14.9 | 6.0 | 23.8 | 0.3 | 14.8 | -7.8 | 0.2
COc1ccc(C(=O)N[C@@H]2C[C@H]3Oc4ccccc4N[C@H]3[C@@H]2O)cc1 | 1.3 | -9.3 | 0.1 | -7.7 | -11.7 | -5.1 | -18.6 | 0.1
CC(NC(=O)C1CCN(C2=NS(=O)(=O)c3ccccc32)CC1)c1ccccc1 (stereo not drawn) | 0.7 | 20.1 | -0.1 | 8.3 | 7.5 | 13.3 | 0.1 | 5.2
CC1CCN(S(=O)(=O)c2nn(C)cc2C(=O)NCCN2CCCCC2)CC1 | 3.1 | -248.2 | 0.0 | -10.1 | -41.6 | -3.6 | -21.2 | -7.1
COCCNC(=O)c1c[nH]c2ccc(S(=O)(=O)N(CCCN3CCOCC3)Cc3ccco3)cc2c1=O | -1.1 | -39.9 | -3.7 | -11.2 | -14.0 | -6.0 | -47.3 | -2.8
Cc1ccc(C)c(NC(=O)COc2nsnc2N2CCOCC2)c1 | 1.9 | 15.3 | 1.3 | 11.1 | 6.3 | 8.4 | 12.7 | 0.3
COc1ccc(-c2noc(-c3nnn(-c4ccccc4Cl)c3C)n2)cc1 | 3.8 | 3.8 | 3.5 | -4.6 | 4.2 | -4.9 | 8.8 | 0.7
CNc1ncc(C(=O)N2CCOC(C(=O)N3CCCCCC3)C2)cn1 (stereo not drawn) | 2.6 | 1.1 | 1.4 | 10.1 | -0.5 | 2.0 | 12.2 | 9.6
Cc1ccc(OC(=O)C2CC(=O)N(c3ccccc3C)C2)cc1C (stereo not drawn) | -1.1 | -2.9 | 0.1 | 0.0 | . | 5.4 | -4.3 | -0.2
Cc1ccc(-c2nc(CNC(=O)C3CCCC3)no2)cc1 | -12.4 | 8.0 | -15.8 | -13.3 | . | -11.2 | -60.1 | -10.3

Looked up above.
Under OTUD3 block, CC1CCN(S(=O)(=O)c2nn(C)cc2C(=O)NCCN2CCCCC2)CC1 is listed with -3.6
Under USP7 inh, COc1ccc(OC)c(CCNC(=O)c2ccc(CSc3nc4ccncc4[nH]3)cc2)c1 is listed with -0.2
Under USP7 inh, O=c1ccc(/C=C/c2ccccc2)nn1Cc1ccc(F)cc1 is listed with -4.2
Under USP17 block, CC(NC(=O)C1CCN(C2=NS(=O)(=O)c3ccccc32)CC1)c1ccccc1 (stereo not drawn) is listed with 7.5
Under USP17 block, Cc1ncc(-c2ccc(C)c(S(=O)(=O)Nc3cccc4c3CCCC4)c2)o1 is listed with 0.3
Under UCHL1 inh, O=S(=O)(c1ccc(F)cc1)N1CCN(c2cnn3cnnc3c2)CC1 is listed with -0.5
Under USP10 inh, COc1ccc(C(=O)N[C@@H]2C[C@H]3Oc4ccccc4N[C@H]3[C@@H]2O)cc1 is listed with 0.1

Other compounds:
SMILES | UCHL1 inh | USP8 inh | USP10 inh | USP28 inh | USP17 block | OTUD3 block | USP30 inh | USP7 inh
COc1cccc(-c2nc(CS(=O)(=O)CC(=O)Nc3ccc(F)cc3F)c(C)o2)c1 | 0.2 | 2.6 | -5.2 | 0.3 | 4.1 | 0.2 | -25.1 | -16.3
Cc1ccc(-c2n[nH]c3c2CN(C(=O)c2ccccn2)CC3)cc1 | 2.0 | -31.1 | 1.0 | 0.0 | 1.8 | 4.3 | 12.7 | 0.7
CC(CNC(=O)c1cnn2c3c(cnc12)CCCC3)c1ccccc1 (stereo not drawn) | 3.0 | 8.0 | 0.7 | 24.4 | 12.8 | 16.4 | 30.6* | -11.3
Cc1ccc(S(=O)(=O)N2CCN=C2N2CCCC2)cc1 | 0.3 | 10.0 | -0.1 | -0.2 | 6.6 | 4.8 | 11.4 | -1.9
CCN(c1ccccc1)S(=O)(=O)c1ccc(OC)c(NCC(=O)Nc2cccc(C#N)c2)c1 | 6.2 | 4.6 | 8.8 | 0.0 | 7.3 | -0.2 | -11.8 | -42.9
Cc1ncsc1C(=O)N1CCCCC1c1ccc2c(=O)n(C)c(=O)n(C)c2n1 (stereo not drawn) | -4.3 | -43.4 | -1.8 | -7.0 | -22.6 | -6.2 | -47.3 | -8.2
O=c1c2ccccc2c(-c2nc(-c3ccncc3)no2)cn1-c1ccc(F)cc1 | 3.3 | 20.9 | 4.2 | 20.5 | 37.7* | 13.7 | 44.8* | 5.5
Cc1ccc(C(=O)N2CCc3cc(-c4nc(NC(=O)C5(c6ccc(Cl)cc6)CCC5)sc4C)ccc32)cc1 | -2.8 | -21.7 | 4.4 | 5.3 | 27.6 | -17.3 | -91.8 | .
Nc1nc(CN2CCN(S(=O)(=O)c3ccc4c(c3)CCC4)CC2)nc2ccccc12 | -4.7 | 13.8 | -5.7 | -18.1 | 16.5 | -24.0 | -74.8 | -4.2
COc1ccc(CNc2ncc(C(=O)NCc3ccc(C)o3)c(C)n2)cc1 | -30.7 | -33.5 | -4.4 | -90.1 | -95.9 | -91.1 | -425.2 | -28.3
COc1ccc(CNc2nn3c(-c4ccncc4)cnc3s2)cc1 | 4.9 | 11.1 | 12.0 | 69.8* | 34.0* | 4.9 | 85.5* | 5.8
COc1ccccc1Cn1c(=O)[nH]c2c(-c3ccccn3)nsc2c1=O | 0.0 | -206.9 | -3.3 | 5.3 | 3.0 | 9.5 | -42.9 | -6.5
O=C(Cn1ccnc1)NC1(c2ccc(F)cc2)CCCC1 | 3.0 | 3.1 | 1.5 | 2.1 | 6.0 | 0.2 | 5.4 | 2.9
CCn1cc(S(=O)(=O)Nc2cnn(Cc3ccccc3Cl)c2)c(C)n1 | -0.4 | 7.4 | 1.1 | -6.6 | -6.1 | -5.6 | -6.4 | -3.5
O=C(CCc1nnc2ccc(N3CCCC3)nn12)N1CCN(Cc2ccccc2)CC1 | 0.4 | 4.1 | -0.1 | -1.4 | -1.7 | 0.0 | 6.9 | -2.8

Reformatted with two lines to a compound: three of the compounds above
Results follow in this order: UCHL1 inh	USP8 inh	USP10 inh	USP28 inh	USP17 block	OTUD3 block	USP30 inh	USP7 inh
> Cc1ccc(C(=O)N2CCc3cc(-c4nc(NC(=O)C5(c6ccc(Cl)cc6)CCC5)sc4C)ccc32)cc1
→ -2.8	-21.7	4.4	5.3	27.6	-17.3	-91.8	.
> Nc1nc(CN2CCN(S(=O)(=O)c3ccc4c(c3)CCC4)CC2)nc2ccccc12
→ -4.7	13.8	-5.7	-18.1	16.5	-24.0	-74.8	-4.2
> COc1ccc(CNc2ncc(C(=O)NCc3ccc(C)o3)c(C)n2)cc1
→ -30.7	-33.5	-4.4	-90.1	-95.9	-91.1	-425.2	-28.3

Next entries follow:
SMILES | UCHL1 inh | USP8 inh | USP10 inh | USP28 inh | USP17 block | OTUD3 block | USP30 inh | USP7 inh
COc1ccc(C(=O)CCC(=O)NC(Cc2ccccc2)c2ccccc2)cc1 (stereo not drawn) | 0.0 | -0.1 | -2.4 | 3.6 | 1.6 | -35.2 | -188.4 | 0.8
CCOC(=O)N1CCN(C(=O)c2cn(-c3ccc(Cl)cc3)nn2)CC1 | 0.6 | -13.7 | 0.1 | 7.1 | -5.6 | 8.4 | 11.2 | 2.1
Cc1cc(N2CCN(C(=O)c3ccc(F)cc3)CC2)nc(N2CCCC2)n1 | 0.0 | -1.8 | -0.3 | -2.5 | -5.1 | -1.8 | 0.8 | -0.2
CSc1cccc(NC(=O)C(=O)NCc2ccncc2)c1 | -2.8 | -2.8 | 0.4 | 0.1 | 2.7 | -5.0 | 6.4 | 0.7
Cc1ccc2nc(CSc3nnc(Cc4ccccc4)n3C)cc(=O)n2c1 | -4.5 | -1.6 | -0.9 | -0.4 | -2.0 | -2.2 | -50.4 | -13.9
Cc1ccc(-c2cc(C(=O)OCC(=O)NC(C)c3ccccc3)c3ccccc3n2)cc1 (stereo not drawn) | -3.7 | -2.7 | -0.2 | -6.0 | 0.0 | 4.7 | -1.6 | 8.2
NC(=O)C1(N2CCCCC2)CCN(S(=O)(=O)c2ccccc2)CC1 | 0.4 | 1.4 | -2.7 | 8.1 | 10.8 | 8.6 | -3.0 | 4.5
CCN1CCN(c2nc3c(s2)CNCC3)CC1 | -20.9 | -59.4 | -7.3 | -54.8 | -66.3 | -47.1 | -213.7 | -13.5
CNc1nc(C2CCN(C(=O)Cc3c[nH]c4ccccc34)C2)nc2c1CN(C)CC2 (stereo not drawn) | -1.4 | -1.4 | -2.9 | -4.2 | 4.5 | -2.2 | -19.7 | 1.7
CCCC(=O)N(Cc1ccccc1)c1nnc(C23CC4CC(CC(C4)C2)C3)s1 | 3.5 | 7.1 | -0.5 | 12.1 | 8.4 | 9.9 | 12.0 | 5.1
CN1CC[C@@]2(C(=O)N3CCOCC3)CCN(C(=O)c3cccc(Cl)c3)CC[C@@H]12 | 1.7 | -110.4 | 1.3 | 11.2 | -14.2 | 16.2 | 19.0 | 3.9
CN(C)C(=O)[C@H]1C[C@@H]2CN(C(=O)NCC3CCCCC3)C[C@H]1O2 | 0.2 | 5.1 | 0.6 | 15.5 | 8.0 | 11.2 | 24.6 | 0.2
Cc1ccc(C)c(C(=O)NCc2noc(-c3ccccc3)n2)c1 | 2.9 | 2.3 | 4.9 | 2.9 | 3.3 | 8.6 | 16.8 | 5.5
CN1C(=O)COc2ccccc2C/C=C/C[C@@H]2[C@H]1CCCN2C(=O)c1cc(=O)[nH]c(=O)[nH]1 | -0.1 | 18.1 | -1.2 | 14.9 | 16.2 | 13.2 | 16.9 | 2.4
Cc1cccc(CNC(=O)C2CCCN(c3cc(=O)n(C)c(=O)n3C)C2)c1 (stereo not drawn) | -2.6 | 9.1 | -1.1 | -0.4 | -0.2 | -10.6 | -28.2 | -3.0
COc1ccc(C(c2c[nH]c3ccccc23)c2c[nH]c3ccccc23)cc1O | 0.8 | 37.8* | -6.7 | 6.7 | 15.8 | -12.4 | -53.3 | -2.3
Cc1nc2c(c(=O)[nH]1)CC[C@@H]1CN(C(=O)c3cccc4ncccc34)C[C@H]21 | -2.5 | -7.8 | -0.3 | -9.3 | -4.8 | -0.3 | 0.0 | -0.5
Cc1sc2ncnc(Oc3ccc4c(c3)OCO4)c2c1C | -0.1 | -5.9 | -4.5 | -13.8 | -16.1 | -25.8 | -109.2 | -2.1
O=C1N(Cc2ccccc2)C(=O)C2(Cc3ccccc3)CCCN12 (stereo not drawn) | 0.5 | 4.9 | 0.6 | . | 3.8 | 1.0 | . | -6.1
O=C(c1ccc(-n2cccc2)cc1)N1CCN(c2ccccc2)CC1 | -1.3 | 17.5 | 3.2 | -8.1 | 2.2 | -2.4 | 8.2 | -1.3
CC1CCc2c(C(=O)NCc3ccccn3)csc2C1 (stereo not drawn) | -0.6 | -19.5 | -0.1 | -0.6 | -8.9 | 7.5 | -0.5 | -3.4
O=C(CCN1CCOC(Cn2cncn2)C1)N1CCCCC1 (stereo not drawn) | -3.2 | 1.9 | 0.1 | -11.2 | -5.0 | -2.2 | 4.2 | 1.6
CC1CCN(c2nc3c(c(=O)[nH]2)CCN(Cc2cnn(C)c2)C3)CC1 | 1.8 | 7.5 | 1.7 | 5.7 | 4.6 | 6.1 | 9.5 | 4.8
O=C(O)c1ccc(S(=O)(=O)N2CCC(Cc3ccccc3)CC2)cc1 | -2.9 | -5.3 | 7.6 | -8.0 | -2.0 | -6.5 | -5.0 | 2.0
Cc1cccc(Nc2nc(Nc3cc(Cl)cc(Cl)c3)nc(N3CCOCC3)n2)c1 | 1.8 | -6.8 | 4.5 | -9.3 | -1.3 | -99.5 | -9.9 | 4.3
COc1ccccc1CCC(=O)N1CCC2(CC1)Nc1cccnc1NC2=NC1CCCC1 | -27.8 | -166.2 | -1.4 | -240.3 | -152.3 | -206.9 | i | -18.4
Cc1ccccc1CN1CCC[C@H]1c1nc(-c2cncnc2N)no1 | -4.1 | -1.5 | -2.2 | -12.1 | -18.0 | -9.1 | -43.7 | -2.1
Cc1cccc(N(C)S(=O)(=O)c2ccc3c(c2)CCCC(=O)N3)c1 | -1.4 | -1.2 | -0.6 | -1.2 | 3.5 | -8.3 | -4.4 | -1.9
O=C(CSCc1ccccc1F)NCc1ccc(F)cc1 | -3.1 | -6.4 | 0.0 | -2.7 | -7.2 | -1.9 | -4.4 | -29.0
